High-throughput results from PubChem.
GCN5L2 inh: blocks human GCN5L2 histone acetyltransferase. Q92830. GCN5L2 HAT assay, ThioGlo1 CoA-SH fluorescence. Potency, µM (top dose mostly 58.9 µM), for inactives: at the top dose activity change, negative = inhibition, most hits filed as inhibitors. actives 0.21% (n = 390,000). AID 504327
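qHTS, 1536-well. 20nM enzyme, pH 7.5 HEPES/EDTA/Tween-20 buffer; 15 min compound preinc., RT. Start: 75uM H3(1-25), 70uM AcCoA, 50uM ThioGlo1. Read Ex340/Em540 at t=0 (autofluorescence flag) and t=20 min.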
DT40 TDP1 CPT: growth inhibition of DT40 Tdp1-/-;hTDP1 cells with camptothecin (screen for TDP1 inhibitors). actives 12% (n = 420,000). Potency, µM (doses to about 46.2 µM), for the others: at the top dose activity change, negative = growth inhibition, hits mostly inhibitors. chicken DT40 Tdp1-/-;hTDP1 cells + 20 nM CPT, ATP luminescence, 48 h; also: nearly all actives have a fitted effect of over 55% in size
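Chicken DT40 Tdp1-/- cells stably complemented with human TDP1 were seeded at 400 cells/well in medium containing 20 nM camptothecin, exposed to pin-transferred compounds, and grown at 37 °C for at least 48 hr. Viability was read as ATP luminescence.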
FEN1 inh: inhibitors of human flap endonuclease 1. actives 0.35% (n = 390,000). Potency, µM (titrated, usually from 114 µM), without a hit: at the highest dose activity change, negative = inhibition, usual class: inhibitors. AID 588795. P39748. Recombinant FEN1 flap cleavage, fluorescence, 15 min; also: nearly all actives have a fitted effect of over 65% in size
Target sequence (P39748 whole entry, looked up): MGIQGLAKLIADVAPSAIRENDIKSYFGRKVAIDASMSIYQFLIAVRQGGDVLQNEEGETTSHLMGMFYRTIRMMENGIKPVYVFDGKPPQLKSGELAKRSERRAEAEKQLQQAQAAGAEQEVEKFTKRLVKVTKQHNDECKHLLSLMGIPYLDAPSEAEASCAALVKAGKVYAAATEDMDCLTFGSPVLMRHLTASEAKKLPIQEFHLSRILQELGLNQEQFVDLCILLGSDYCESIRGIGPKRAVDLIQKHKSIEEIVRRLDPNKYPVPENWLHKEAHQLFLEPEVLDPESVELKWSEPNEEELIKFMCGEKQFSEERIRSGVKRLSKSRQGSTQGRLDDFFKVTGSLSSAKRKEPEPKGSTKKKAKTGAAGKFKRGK
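FEN1 at 10 nM, compound pretreatment for 15 min (room temperature), 50 nM final substrate to initiate; endpoint reads at 0 and 15 min; DMSO-only plates used as vehicle background.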
Starred values were filed as active, the others as inactive; ? = inconclusive; . = not tested or not shown; & = joins results of further samples; [ ] = another dose, or the depositor's remark. Calls follow the shape of the dose curve; as a rule, active = well fitted curve in the direction sought with a large enough effect; inconclusive = small, poorly fitted or top-dose-only effect, or another doubt; inactive = no such curve, though single readings can be large; an effect the other way counts as inactive or inconclusive. % is scaled to controls: 0 for no effect and ±100 for the full control effect; potency is read from the fitted curve at half-maximal effect. The list is partial; rates above refer to the full screens.

SMILES	GCN5L2 inh	DT40 TDP1 CPT	FEN1 inh
CCN(CCNC(=O)C1CCN(Cc2nc(-c3ccc(Cl)cc3)oc2C)CC1)c1ccccc1	-14%	23µM*	-18%
CCOC(=O)N1CCN(CC(=O)Nc2ccc(F)cc2F)CC1	-2%	1%	3%
C=CCNC(=S)NNC(=O)COc1ccc(Br)cc1	-2%	2%	-8%
Cc1ccc(/C=N/NC(=O)Cn2nc(C)c(Br)c2C)o1	0%	-14%	-5%
Cc1ccc(-n2ncc3c(NC4CCCCC4)ncnc32)cc1Cl	-9%	21µM*	-13%
O=C(Nc1cccc(Cl)c1)Nc1ccc2c(c1)OCO2	-2%	?	0%
Cc1sc2nc(SCC(=O)N(C)c3ccccc3)n(C)c(=O)c2c1C	-14%	18µM*	-23%
C=CCNS(=O)(=O)NC(=O)C1=C(N2CCCC2)COC1=O	1%	7%	-3%
O=S(=O)(c1ccc(Cl)cc1)n1c(Cc2ccccc2)nc2ccccc21	-1%	?	2%
COc1ccc(C(c2c(NC(=O)c3ccccc3)sc(C)c2C)N2CCN(CCO)CC2)cc1 (stereo unspecified)	-16%	-6%	-3%
COc1ccc(COC(=O)c2[nH]c3c(c2C)C(=O)CC(c2ccc(OC)c(OC)c2)C3)cc1 (stereo unspecified)	-15%	9.2µM*	-1%
NS(=O)(=O)c1ccc(NC(=S)NC(=O)c2cccs2)cc1	-13%	1%	-12%
COc1ccc(-c2nnc(SCC(=O)N3CCC(Cc4ccccc4)CC3)o2)cc1OC	0%	-20%	-16%
Cc1ccc(Nc2cc(C)nc(NCc3ccccc3)n2)cc1	-4%	2.6µM*	-26%
CC1CC(C)CN(C(=O)COC(=O)/C=C/c2cccc([N+](=O)[O-])c2)C1 (stereo unspecified)	-6%	-6%	0%
Oc1cccc(/C=N/NC(=S)Nc2cccnc2)c1O	-1%	2.3µM*	?
CCCC1=C(C(=O)OCC)C(c2ccc(NC(C)=O)cc2)NC(=O)N1 (stereo unspecified)	0%	-15%	-4%
CS(=O)(=O)Nc1ccc(C(=O)Nc2ccc(S(=O)(=O)N3CCCCC3)cc2)cc1	-1%	?	-6%
O=C(COc1ccccc1-c1ccccc1)NCc1ccco1	-21%	-31%	-14%
CCOc1ccc(Cl)cc1S(=O)(=O)n1cnc2ccccc21	-24%	6.3µM*	-13%
O=C1C[C@@H](c2ccccc2)Oc2cc(O)cc(O)c21	.	-25%	20%
Cn1c(CCCNC(=O)c2ccccc2)nc2ccccc21	-1%	-21%	13%
COc1ccc(-c2cc(CCCC(=O)NCCc3cc(OC)ccc3OC)no2)cc1	-2%	?	0%
COc1cccc(CNC(=O)Cn2cccc2C(=O)c2ccccc2)c1	3%	-14%	16%
Cc1ccc(C2=CSC3=NCCN23)cc1	.	-1%	0%
Cc1nc(NC(=O)/C=C/c2ccccc2)sc1C(=O)N1CCCCC1	0%	?	-10%
Cc1ccc(Nc2nc(N)nc(CN3CCc4ccccc4C3)n2)cc1	-1%	18µM*	?
COC(=O)/C=c1\sc2ncnn2c1=O	-5%	5.8µM*	33%
N#Cc1ccccc1NC(=O)c1cc2c(=O)n3ccccc3nc2s1	1%	-5%	42%[activator]
CCCNC(=O)C1CCC(Cn2c(=O)c3sccc3n(CC(=O)NCc3cccc(OC)c3OC)c2=O)CC1 (stereo unspecified)	7%	?	19%

Copied from the list:
GCN5L2 inh, CS(=O)(=O)Nc1ccc(C(=O)Nc2ccc(S(=O)(=O)N3CCCCC3)cc2)cc1 = -1%
GCN5L2 inh, Cc1nc(NC(=O)/C=C/c2ccccc2)sc1C(=O)N1CCCCC1 = 0%
GCN5L2 inh, N#Cc1ccccc1NC(=O)c1cc2c(=O)n3ccccc3nc2s1 = 1%
FEN1 inh, COc1cccc(CNC(=O)Cn2cccc2C(=O)c2ccccc2)c1 = 16%
FEN1 inh, C=CCNC(=S)NNC(=O)COc1ccc(Br)cc1 = -8%
DT40 TDP1 CPT, Cc1ccc(Nc2nc(N)nc(CN3CCc4ccccc4C3)n2)cc1 = 18µM*

Continued:
SMILES	GCN5L2 inh	DT40 TDP1 CPT	FEN1 inh
O=Cc1cc2ccccc2nc1SCCCF	-5%	?	-1%
CN(C)/C=N/c1nc2nccc(-c3cccc(Cl)c3)n2n1	-20%	?	5%
CC(C)(CC(=O)O)CC(=O)N1CCN(c2cc(C(F)(F)F)nc3ccccc23)CC1	3%	-5%	18%
COC(=O)C(NNc1ccccc1)(NC(=O)c1ccccc1F)C(F)(F)F (stereo unspecified)	2%	-8%	-15%
NC(=S)Nc1cccc2cccnc12	27%	14%	-7%
Cc1ccc(C)n1CCN1CCN(C(=O)c2ccco2)CC1	-3%	?	10%
Cc1cc(OCC(=O)NCCc2c[nH]c3ccccc23)c2c(C)c(C)c(=O)oc2c1	-23%	?	7%
CCOCC(=O)Nc1ccccc1C(=O)N1CCOCC1	18%	30%	-12%
COc1ccccc1CNC(=O)CSc1nnc2c(n1)[nH]c1ccc(F)cc12	-8%	?	-6%
O=C(NNC(=O)c1cc(Cl)ccc1O)c1ccc(NS(=O)(=O)c2cccs2)cc1	1%	3%	-7%
CCOC(=O)Cc1nnc2c(Nc3ccccc3F)nc3nonc3n12	-2%	23µM*	12%
CN1CCN(S(=O)(=O)c2cccc(C(=O)NC3CCCc4ccccc43)c2)CC1 (stereo unspecified)	1%	-14%	-2%
COc1cccc(NC(=O)COC(=O)CCn2c(C)csc2=O)c1	-1%	13%	7%
CC(=O)N1CCC[C@@]2(CCN(c3ncccn3)C2)C1	-16%	4%	.
Cc1cccc(OCc2nnc(SCC(=O)N3CCCCC3)o2)c1	-7%	5%	-5%
C[N+](C)(C)CCC(=O)N1C/C(=C/c2ccccc2)C(=O)/C(=C\c2ccccc2)C1	.	0.65µM*	-4%
O=C1OC[C@@H]2CCCN2C(=O)[C@@H](CC(=O)N(CCO)Cc2ccccc2)C/C=C\C[C@H]1Cc1ccc(F)cc1	-4%	?	-18%
CC1(C)Cc2ccccc2C2=NNC(=O)C2=N1	0%	16µM*	1%
CCOC(=O)c1ccc(N/C=C/C(=O)c2ccc(OC)c(OC)c2)cc1	-9%	-18%	2%
CC(NC(=O)NC(=O)c1cccc(Cl)c1)c1ccccc1 (stereo unspecified)	-1%	13µM*	-15%
COc1cccc(NC(=O)CN(C)C(=O)c2cc(-c3ccccc3)nn2-c2ccccc2)c1	-5%	-1%	-9%
C=CCn1c(N)c(C(=O)NCc2ccco2)sc1=S	-21%	1%	-10%
CC(OC(=O)CCc1nc2ccccc2c(=O)[nH]1)C(=O)Nc1ccc2c(c1)OCO2 (stereo unspecified)	-1%	-25%	0%
O=C1C2CCCN2c2ccc(S(=O)(=O)N3CCOCC3)cc2N1Cc1ccccc1F (stereo unspecified)	-3%	-6%	1%
CCCc1ccc(O)c(N=Cc2cc(Br)cc(OCC)c2O)c1	-3%	3.7µM*	2%
CCN(C(=O)CSc1ncccc1C(=O)OC(C)C)c1cccc(C)c1	-8%	21µM*	-15%
CC1CCC(NC(=O)COC(=O)C2CC3CCCC(C2)C3=O)CC1 (stereo unspecified)	-3%	-6%	6%
CC(=O)c1cc2c(cc1NC(=O)CSc1nc3ccc(C)cc3[nH]1)OCO2	-9%	-10%	-15%
COc1ccccc1Nc1c2c(nc3ccc(NC(=O)c4ccc(OC)c(OC)c4)cc13)CCCC2	-16%	23µM*	-2%
Cc1cc(C)cc(N(C(=O)CNC(=O)c2ccco2)C(C(=O)NC2CCCCC2)c2ccncc2)c1 (stereo unspecified)	-4%	-1%	-10%

A draw from above in order of heavy-atom count, descending.
SMILES	GCN5L2 inh	DT40 TDP1 CPT	FEN1 inh
CCN(C(=O)CSc1ncccc1C(=O)OC(C)C)c1cccc(C)c1	-8%	21µM*	-15%
CC1CCC(NC(=O)COC(=O)C2CC3CCCC(C2)C3=O)CC1 (stereo unspecified)	-3%	-6%	6%
CCCc1ccc(O)c(N=Cc2cc(Br)cc(OCC)c2O)c1	-3%	3.7µM*	2%

Carrying on:
SMILES	GCN5L2 inh	DT40 TDP1 CPT	FEN1 inh
CC1CCN(S(=O)(=O)c2cc(F)ccc2CN2C(=O)c3cccnc3C2=O)CC1	3%	1%	7%
Cc1nc(-c2ccc(Cl)cc2)sc1C1(C)CC(c2ccc([N+](=O)[O-])cc2)=NO1 (stereo unspecified)	-19%	-41%	10%
CC(=O)C[C@H]1c2cc(F)ccc2S(=O)(=O)N1c1ccc(N(C)C)cc1	.	15µM*	5%&14%
CCN1CCN(CNC(=O)c2cnccn2)CC1	-1%	18µM*	2%
Cc1csc(OCc2ccc(C#N)cc2)n1	1%	-20%	-3%
COc1ccc(NCc2cc3ccc(OC)cc3n(CC(=O)Nc3ccc(C)c(C)c3)c2=O)cc1	-4%	.	3%
Cc1ccc(NC(=O)CCC(=O)NNC(=O)C(c2ccccc2)c2ccccc2)c(C)c1	-18%	?	-1%
Cc1cc(N(C)C)c(C#N)c(NCc2ccccc2)n1	-7%	9%	0%
Cc1ccc(-c2nc3ccccn3c2Nc2ccccc2C)o1	.	?	-2%
COc1ccccc1-c1nnc(SCC(=O)Nc2ccccc2)o1	-3%	?	-2%

Random excerpt: three records from the list.
SMILES	GCN5L2 inh	DT40 TDP1 CPT	FEN1 inh
Cc1nc(-c2ccc(Cl)cc2)sc1C1(C)CC(c2ccc([N+](=O)[O-])cc2)=NO1 (stereo unspecified)	-19%	-41%	10%
CC1CCN(S(=O)(=O)c2cc(F)ccc2CN2C(=O)c3cccnc3C2=O)CC1	3%	1%	7%
Cc1csc(OCc2ccc(C#N)cc2)n1	1%	-20%	-3%

The main list resumes; the four compounds before the break are reprinted first.
SMILES	GCN5L2 inh	DT40 TDP1 CPT	FEN1 inh
Cc1ccc(NC(=O)CCC(=O)NNC(=O)C(c2ccccc2)c2ccccc2)c(C)c1	-18%	?	-1%
Cc1cc(N(C)C)c(C#N)c(NCc2ccccc2)n1	-7%	9%	0%
Cc1ccc(-c2nc3ccccn3c2Nc2ccccc2C)o1	.	?	-2%
COc1ccccc1-c1nnc(SCC(=O)Nc2ccccc2)o1	-3%	?	-2%
COc1ccc(Cl)cc1NC(=O)C(C)NC(c1ccccc1)c1ccccc1 (stereo unspecified)	-16%	?	-2%
COc1ccc(-c2noc(CN(C)C(=O)c3ccoc3C)n2)cc1	-1%	?	-12%
COC(=O)c1cc(=O)nc2sc(-c3cccs3)nn12	-13%	1%	-12%
O=C(CSc1nc2ccccc2nc1N1CCOCC1)N1CCN(c2ccccc2)CC1	-2%	21µM*	-1%
CCCc1nn(C(=O)c2ccccc2)c2c1C(=O)CC(C)(C)C2	-5%	-18%	-14%
Cc1cc(=O)[nH]c(N/N=C/c2ccccc2Cl)n1	-1%	-21%	-4%
CC(C)(C)C(=O)Nc1ccc(C(=O)NCc2cccnc2)cc1	.	6%	3%
CCCOc1ccc(CN(C)c2ncnc(N)n2)cc1	1%	-19%	-2%
CNS(=O)(=O)c1cccc(C(=O)OCCCOC(=O)c2cccc(S(=O)(=O)NC)c2)c1	-2%	?	3%
COc1ccc(OC)c(N/C(C)=C/C(=O)c2ccc(C)o2)c1	-20%	5%	-1%
